# Assay outcomes deposited in PubChem by The Scripps Research Institute Molecular Screening Center.
# CHRM1 antagonist = human M1 muscarinic receptor antagonists, primary screen, CHO-K1 cells, Fluo-8 calcium fluorescence, 1536-well. Muscarinic acetylcholine receptor M1 (Homo sapiens), P11229. CHO-K1 hM1, ACh EC80 antagonist. inhibition, % at 3 µM. 360,000 compounds, 1.3% hits. AID 588852, 2011;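 active = percent inhibition above its own plate's cutoff, namely the mean of that plate's compound wells plus 3 SD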;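 also: peak over basal fluorescence ratio during 140 s after agonist addition; 0% = ACh EC80 plus DMSO and 100% = DMSO alone without agonist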
# V1R ag counter = agonists of human V1a receptor, primary screen, counter-screen for OXTR agonist project, fluorescence, CHO-V1R cells; Vasopressin V1a receptor (Homo sapiens), P37288; activation, % at 3 µM; 320,000 compounds, 0.25% hits; Fluo-8 calcium fluorescence, agonist mode; 0% DMSO, 100% 3 nM vasopressin;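 active = activation above the mean activation of all tested compounds plus 3 SD, per screening run, cut at about 20% in these data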;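 also: signal is peak over basal fluorescence ratio across a 100 second FLIPR read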
# Target sequence (P37288 whole entry, looked up): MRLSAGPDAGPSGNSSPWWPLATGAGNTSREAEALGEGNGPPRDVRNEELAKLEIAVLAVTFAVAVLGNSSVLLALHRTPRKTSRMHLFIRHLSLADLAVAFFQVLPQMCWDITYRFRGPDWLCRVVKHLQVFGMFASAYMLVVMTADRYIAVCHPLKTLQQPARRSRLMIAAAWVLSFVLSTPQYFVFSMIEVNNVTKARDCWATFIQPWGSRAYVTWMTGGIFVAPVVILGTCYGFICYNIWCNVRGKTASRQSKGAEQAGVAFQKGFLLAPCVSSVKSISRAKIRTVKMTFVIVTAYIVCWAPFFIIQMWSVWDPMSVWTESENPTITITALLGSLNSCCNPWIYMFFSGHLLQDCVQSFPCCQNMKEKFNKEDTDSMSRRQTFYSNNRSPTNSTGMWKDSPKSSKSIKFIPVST
# TAAR1 antagonist = human TAAR1 antagonists, primary screen, Fluo-8 calcium fluorescence, CHO RD-HGA16 cells | Trace amine-associated receptor 1 (Homo sapiens), Q96RJ0 | antagonist | inhibition, % at 3 µM | 360,000 compounds, 1.5% hits;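 active = inhibition above a per-plate cutoff, the mean inhibition of test compounds on that plate plus 3 SD, cut at about 49% in these data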;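 also: 0% = DMSO plus EC80 beta-PEA response and 100% = DMSO alone without agonist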
# Target sequence (Q96RJ0 whole entry, looked up): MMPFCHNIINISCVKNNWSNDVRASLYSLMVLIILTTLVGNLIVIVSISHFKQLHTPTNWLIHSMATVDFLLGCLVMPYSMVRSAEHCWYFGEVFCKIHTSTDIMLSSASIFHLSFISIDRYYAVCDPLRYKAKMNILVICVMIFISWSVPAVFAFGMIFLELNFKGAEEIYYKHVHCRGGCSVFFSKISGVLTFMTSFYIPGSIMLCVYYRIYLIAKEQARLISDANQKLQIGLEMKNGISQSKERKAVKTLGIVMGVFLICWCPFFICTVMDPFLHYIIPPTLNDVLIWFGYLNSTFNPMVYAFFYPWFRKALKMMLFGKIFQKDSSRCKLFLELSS
#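 Test system: CHO RD-HGA16 cells bearing hTAAR1 | Reagent: β-PEA, EC80 | Compound dosing: 3 µM, single point | Schedule: Dye loading 75 min at 37 °C, then 30 min room temperature | Signal: Calcium fluorescence with Fluo-8 | Evaluation: Percent inhibition of PEA-evoked calcium signal, max/basal emission ratio | Control set: DMSO-only wells and EC80 β-PEA-stimulated wells | Repeats: Singlicate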
# M1 PAM = human M1 muscarinic receptor positive allosteric modulators, primary screen, CHO-K1 cells, Fluo-8 calcium fluorescence, 1536-well; CHO-K1 hM1, ACh EC20; 0% = ACh EC20, 100% = maximal ACh; 360,000 compounds, 0.088% hits; AID 588819, 2011; Muscarinic acetylcholine receptor M1 (Homo sapiens), P11229; activation, % at 3 µM; in the data active = activation above about 19%, passing the limit was not always enough
# OXTR potentiator = human OXTR potentiators, primary screen, fluorescence, CHO-OTR cells, Fluo-8 calcium; Oxytocin receptor (Homo sapiens), P30559; Fluo-8 calcium fluorescence, potentiator mode; 0% = oxytocin EC15, 100% = EC100; activation, % at 3 µM; 320,000 compounds, 0.061% hits; AID 2445, 2010;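 active = activation above that plate's cutoff, the mean activation of tested compounds plus 3 SD, cut at about 6.6% in these data, passing the limit was not always enough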;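 also: 100% uses oxytocin at 75 nM as the full agonist control; some results filed as inactive read as strong as hits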
#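 Measured by – Fluo-8 calcium dye fluorescence · Test system – human OTR in CHO cells · Dosing – one concentration, 3.0 µM compound · Controls – EC15 oxytocin alone as 0%, 75 nM oxytocin as 100% · Evaluation – normalized max/min fluorescence ratio, % activation · Timing – 6 min pre-incubation, 100 s read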
# TAAR1 ag = human TAAR1 agonists, primary screen, Fluo-8 calcium fluorescence, CHO RD-HGA16 cells; vehicle wells 0%, saturating PEA agonist 100%; activation, % at 3 µM; 360,000 compounds, 0.99% hits; AID 624467, 2012;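 active = activation above the mean activation of all test compounds in the run plus 3 SD, cut at about 38% in these data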
#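 test system = CHO RD-HGA16 cells carrying human TAAR1 plus Gα16 | schedule = 17-24 h seeding, 75 min 37 °C dye, 30 min RT | compound dosing = 3 µM single concentration | control set = DMSO and PEA EC100 | replicates = n 1 | signal = Fluo-8 fluorescence, 5 s baseline then 140 s kinetic read | measure = percent activation vs PEA EC100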
# OXTR agonist = human OXTR agonists, primary screen, fluorescence, CHO-OTR cells, Fluo-8 calcium; Oxytocin receptor (Homo sapiens), P30559; Fluo-8 calcium fluorescence; normalized: DMSO 0%, oxytocin 100%; activation, % at 3 µM; 320,000 compounds, 0.32% hits; AID 2435, 2010;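 active = activation above the mean of all tested compounds plus 3 SD, cutoff set per screening run, cut at about 20% in these data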;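 also: peak over basal fluorescence ratio from a 100 s FLIPR kinetic read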
# M1 ag = human M1 muscarinic receptor agonists, primary screen, Fluo-8 calcium fluorescence, CHO-K1 cells, HTS | Muscarinic acetylcholine receptor M1 (Homo sapiens), P11229 | CHO-K1 hM1, agonist mode; 0% DMSO, 100% acetylcholine EC100 | activation, % at 3 µM | 360,000 compounds, 0.33% hits | AID 588814, 2011;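 active = activation above the run's mean compound activation plus 3 SD, cut at about 16% in these data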;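 also: peak over basal fluorescence ratio within a 140 s kinetic read after compound addition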
# CHO parental Ca = ATP-evoked calcium signal inhibitors, parental CHO, primary screen, counter-screen for OX1R antagonist project, cell-based, fluorescence, Fluo-8 calcium dye. parental CHO-K1, ATP-induced calcium, Fluo-8 fluorescence. inhibition, % at 5.6 µM. 330,000 compounds, 0.63% hits. AID 463079, 2010;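 active = inhibition above that plate's mean sample inhibition plus 3 SD, cut at about 26% in these data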;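 also: 0% = ATP-challenged DMSO wells and 100% = DMSO wells without ATP; some compounds past the cut are filed as inactive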
#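 Assay system: parental CHO cells; Read-out basis: percent inhibition of ATP-evoked calcium rise, normalized to controls; Benchmarks: ATP and no-ATP DMSO wells; Compound dosing: single nominal dose of 5.6 µM per compound; Signal: Fluo-8 calcium dye fluorescence; Also added: ATP as calcium-mobilizing challenge; Repeats: singlicate.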
# * marks the source's active call; other numbers are inactive results; . = not tested or not shown. No enrichment for hits; any-hit rate near 3.7%.
# Second line of a record – OXTR potentiator	V1R ag counter	CHRM1 antagonist	TAAR1 ag	CHO parental Ca	M1 PAM	OXTR agonist	TAAR1 antagonist	M1 ag
COc1ccc2[nH]c(C)c(CCNC(=S)Nc3cccc(C)c3C)c2c1
 : -4.4	5.4	-14.5	1.0	-9.6	9.6	4.0	27.8	-3.0
O=S(=O)(Nc1ccc(Oc2ncccn2)c(Cl)c1)c1ccc(Cl)cc1
 : -17.8	2.8	-21.4	17.4	-13.5	0.2	4.7	2.9	8.4
CCOC(=O)N1CCN(C(=O)Nc2ccc3oc(C)nc3c2)CC1
 : 4.5	0.9	21.2	0.2	-6.3	-13.6	2.1	-9.0	-0.7
CC(C)Nc1nc(NCc2ccccc2)c2sccc2n1
 : .	.	10.2	20.4	.	-9.9	.	17.9	-3.9
COc1cc(C2c3c(-c4ccccc4O)n[nH]c3C(=O)N2Cc2ccco2)cc(OC)c1OC (configuration not stated)
 : -5.8	0.3	-3.3	0.2	-21.6	0.8	1.1	-22.8	-5.9
CCN1CC2([N+](=O)[O-])C=CC(=O)C([N+](=O)[O-])(C1)C2CC(=O)c1ccccc1 (configuration not stated)
 : -16.6	1.4	-7.0	1.6	-15.7	6.7	0.9	-17.0	0.3
Cc1nc(-c2ccc(NC(=O)C3CCCCC3)cc2)cs1
 : -4.8	-0.5	-3.0	0.1	-16.9	3.0	-1.5	9.6	-4.2
Cc1nc(Cl)sc1C(=O)O
 : -2.3	-0.4	-9.0	7.7	-0.4	2.3	1.5	-3.3	-3.8
Cc1ccc2nc(NC(=O)c3ccc(Cn4cc(Cl)cn4)o3)sc2c1
 : -10.4	-0.1	-10.3	2.3	-11.3	-3.6	-1.1	6.3	-2.8
O=C(NCc1cccnc1)c1ccc(COc2ccc3c(c2)CCC3)o1
 : -17.7	9.9	6.1	7.9	6.4	-8.3	8.6	14.2	-2.6
CCN(C[C@H]1N[C@@](CC)(C(=O)OC)[C@H]2C(=O)N(C)C(=O)[C@@H]12)S(=O)(=O)c1ccc(OC(F)(F)F)cc1
 : -5.4	0.1	-2.7	-0.5	-8.4	6.4	-0.1	12.0	-2.4
Nc1nc(Nc2ccccc2)nc(NCCO)c1[N+](=O)[O-]
 : 5.4	-2.2	-1.0	0.8	-8.8	6.4	-3.0	-7.0	-2.0
CCOC(=O)Cc1csc(NC(=O)c2ccc(C)c(S(=O)(=O)N3CCOCC3)c2)n1
 : -7.8	7.0	-8.0	11.8	-14.0	13.4	6.5	40.4	2.0
C=CCCCCCCCCc1nc(=S)[nH][nH]1
 : -15.5	-1.0	-0.6	1.3	-4.5	-2.7	-1.2	15.5	-4.0
[N-]=[N+]=NC[C@H](Cc1ccccc1)N1CC[C@@H](NC(=O)OCc2ccccc2)CCC1=O
 : -4.8	2.4	-1.6	7.9	-23.2	2.7	-0.6	4.2	-10.6
Cc1ccc(N2C(=O)N(CC(=O)Nc3ccc(C)c(C)c3[N+](=O)[O-])C(=O)C2C)cc1 (configuration not stated)
 : -5.5	3.9	4.8	8.7	-19.9	-1.7	0.3	-16.2	0.6
CCCCC1(CO)C(=O)N(c2ccccc2)N(c2ccccc2)C1=O
 : 0.0	0.5	-15.7	4.5	-6.4	16.3	-0.9	-33.8	-0.7
COc1ccc(S(=O)(=O)N2CCC(O)(c3ccc(Cl)cc3)CC2)cc1OC
 : -12.3	1.2	0.5	0.2	-17.8	0.4	3.5	-11.4	-5.4
CNC(=O)c1ccsc1NC(=O)C1CCCN1S(=O)(=O)c1cccs1 (configuration not stated)
 : 0.3	1.2	11.8	13.2	-13.5	-0.5	0.5	-34.7	-4.8
O=c1c(-c2cc3ccccc3o2)[n+]([O-])c2ccccc2n1OCc1ccccn1
 : -0.1	0.7	-3.0	5.0	-4.7	6.3	-0.8	15.8	-3.3
CCCCC(=O)Nc1ccc2c(c1)nc1n2CCOC1
 : -4.2	0.5	-6.7	1.1	-4.9	6.3	-0.2	2.5	-3.9
CCOP(=O)(OCC)C(NC(=O)c1cc([N+](=O)[O-])cc([N+](=O)[O-])c1)C(F)(F)F (configuration not stated)
 : -7.6	-0.7	-3.0	3.2	-16.7	3.9	-1.2	4.2	-2.8
Cc1noc(C)c1C(=O)NC(Cc1c[nH]c2ccccc12)C(=O)O (configuration not stated)
 : -3.9	1.4	-16.7	1.2	-4.3	9.1	0.2	-33.0	0.2
O=C(COc1ccc(C(=O)c2ccccc2)cc1)NCC1CCCCC1
 : -9.4	3.9	1.2	6.5	-26.2	-0.4	-0.1	3.0	-4.9
CSc1ccccc1C(=O)N1CCN(c2ncccn2)CC1
 : -2.7	-0.2	2.3	11.7	9.8	2.4	-0.7	17.4	-2.2
CCC(=O)c1ccc(OC(=O)Cc2ccc(OC)cc2)cc1
 : -7.7	0.8	-18.0	3.8	-13.2	15.3	-0.8	-22.0	-0.6
O=C(COC(=O)c1ccccc1Cl)NCc1cccs1
 : .	.	-0.5	2.4	.	-3.8	.	-25.1	1.1
CN(C)CC1CCC/C(=C\c2ccc(OC(=O)/C=C/c3ccc(Cl)c(Cl)c3)cc2)C1=O (configuration not stated)
 : .	.	-22.4	6.1	.	16.5	.	-14.9	4.0
CCc1nc(SCC(=O)c2ccc(C)c(C)c2)n[nH]1
 : -5.9	-0.2	0.8	16.5	-4.2	2.1	-0.4	4.0	-3.6
Cn1cccc1-c1cc(C(=O)N/N=C/c2ccc(F)cc2)[nH]n1
 : -5.3	1.0	-18.7	4.3	-8.3	15.5	0.3	-14.3	-4.1
CCCCn1nnc(NC(=O)c2sc3cc(Cl)ccc3c2Cl)n1
 : -4.9	1.1	14.4	0.6	0.9	4.3	-1.4	-3.1	-2.5
c1coc(-c2nnc3sc(-c4cccs4)nn23)c1
 : -0.9	-0.7	0.5	5.3	-11.6	5.5	-1.5	7.1	-5.1
CN(Cc1nccs1)C(=O)C1CCC(=O)N(CCc2cccc(F)c2)C1 (configuration not stated)
 : -3.4	0.7	2.1	0.4	-5.3	-1.6	6.5	-5.0	-2.5
C=CCOc1ccc2ccccc2c1CNn1cn[nH]c1=S
 : -3.6	-1.0	-5.9	2.8	-14.2	4.0	-1.5	-10.0	-5.4
Cc1ccc(N2C(=O)[C@@H]3Cc4ccccc4CN3C2=O)cc1
 : 2.6	0.4	-12.5	22.3	-4.2	6.9	1.3	-5.5	-2.6
Cc1cccc(C(=O)NNC(=O)c2ccc3ccccc3c2)c1
 : .	.	-1.3	0.3	.	-1.2	.	6.5	0.6
Cc1ccc(S(=O)(=O)Cc2ccc(C(=O)N3CCN(c4cc(C)ccc4C)CC3)o2)cc1
 : 2.9	0.0	-9.5	8.0	-9.4	7.8	-1.0	2.1	-1.2
Cc1ccc(N(C(=O)Cn2nnc3ccccc32)C(C(=O)NCc2ccccc2)c2ccccn2)cc1 (configuration not stated)
 : -12.9	-0.2	4.3	3.1	-11.0	-3.1	0.1	-20.0	-4.5
COc1ccc(C(=O)NCC(=O)n2nc(C)cc2C)cc1OC
 : -7.1	1.3	-2.6	0.2	-10.3	3.6	1.3	9.6	-2.1
COC(=O)c1ccccc1NC(=O)c1noc2c1CCC2
 : -4.0	-1.1	-13.0	5.7	-16.0	6.2	-1.4	4.3	-4.8
CCc1ccccc1NC(=O)c1cc(S(=O)(=O)N(C)C)ccc1N1CCCC1
 : -1.7	1.6	-8.4	2.3	-15.3	3.8	-1.4	-14.3	-1.9
CN(C)S(=O)(=O)c1cccc(NC(=O)Cc2ccsc2)c1
 : 1.2	5.2	-12.1	0.5	-4.1	8.8	3.5	0.9	-5.8
CCCCOC(=O)CCc1c(C)[nH]c(=O)c(C#N)c1C
 : -2.7	0.5	-3.5	0.6	-6.7	2.2	0.9	-11.7	-2.2
COC(=O)c1cc(C(=O)OC)cc(N2C(=O)CC(Sc3nc(C)cc(C)n3)C2=O)c1 (configuration not stated)
 : -7.3	-0.1	-1.7	1.9	-20.5	2.8	-1.0	-18.0	-2.3
Cc1ccc(Cc2c(C3CCCCC3)nc3ccc(Cl)cn23)cc1
 : .	.	10.5	-1.2	.	-6.0	.	-19.7	-5.4
CC(C)c1onc(C(=O)NCc2ccccc2)c1[N+](=O)[O-]
 : -4.1	1.0	-0.9	6.1	-17.8	-3.8	-0.8	-3.0	-6.5
CCN(CC1CCCN(CCc2cccc(OC)c2)C1)C(=O)c1ccoc1C (configuration not stated)
 : .	.	6.9	10.0	.	-5.4	.	-27.5	-5.9
COc1ccc(NC(=O)CSc2nnc(Cc3ccccc3)c(=O)n2N)cc1
 : 2.0	-1.7	0.3	0.1	-27.5	0.5	-1.6	-11.2	-2.1
COc1ccc(C(=O)Cn2c(NCCO)nc3ccccc32)cc1OC
 : -5.1	0.5	-10.9	1.3	-9.1	3.4	-1.0	-15.3	-3.6
CCCN(CCC)CCNC(=O)c1cc2c(-c3ccccc3F)nn(C)c2s1
 : 0.9	1.5	1.8	3.5	-13.4	-0.1	1.7	-1.1	-9.9
CCOC(=O)Cc1cnc(NC(=O)CSc2nc(N)cc(N)n2)s1
 : 1.3	0.1	-12.4	1.8	-1.9	6.7	0.7	-1.5	-1.3
COc1ccc(NC(=O)COc2ccccc2Cl)cc1S(=O)(=O)N1CCCCC1
 : .	.	1.6	6.8	.	-3.8	.	16.3	-3.9
